From PubChem BioAssay
LMPTP block = LMPTP phosphatase inhibitors, primary screen, biochemical, fluorescence intensity, uHTS; Low molecular weight phosphotyrosine protein phosphatase (Homo sapiens), P24666; recombinant LMPTP-A, OMFP fluorogenic substrate; inhibition, % at 20 µM; 360,000 tested, 0.22% active; AID 651560, 2012;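 active = compounds that cut the enzyme signal by at least half of the control window in the single-dose screen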;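 note: plate controls were DMSO wells with enzyme plus substrate for no effect and substrate without enzyme for full effect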
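Test system – LMPTP-A enzyme · Amount – LMPTP-A at 0.625 nM final in the reaction · Buffer or medium – Bis-Tris pH 6.0, DTT, detergent · Reagent – OMFP 400 µM · Doses – single 20 µM dose · Schedule – reaction 50 min, room temperature, dark · Detection – fluorescence intensity of OMFP turnover product · Evaluation – percent inhibition versus substrate-only and uninhibited controls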
Tb MetRS inh = T. brucei MetRS inhibitors, primary screen, biochemical, luminescence; purified T. brucei MetRS, ATP depletion, Kinase-Glo luminescence; 360,000 tested, 0.4% active; inhibition, % at 11.9 µM;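 active = inhibition above a per-plate cutoff of the control wells' mean inhibition plus 3 SD, cut at about 5.5% in these data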;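 note: 0% = DMSO wells median and 100% = median of wells with control inhibitor compound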
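Test system: purified T. brucei MetRS enzyme. Also added: ATP, methionine and E. coli bulk tRNA substrates. Compound: 11.9 µM single point. Schedule: 15 min enzyme-compound preincubation, 2 h reaction, 10 min detection, 25 °C. Signal: luciferase luminescence of residual ATP, Kinase-Glo. Evaluation: percent inhibition versus plate control medians. Controls: DMSO wells, low control.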
MsrA inhibitor = bovine MsrA enzyme inhibitors, primary screen, biochemical, absorbance, HTS | Methionine sulfoxide reductase A (Bos taurus) | purified bovine MsrA, absorbance read-out | 360,000 tested, 0.75% active | AID 651718, 2012 | inhibition, % at 15.5 µM; in the data active = inhibition above about 4.5%;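 note: 0% = vehicle wells with enzyme and 100% = reference inhibitor wells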
Scp-1 inhibitor = Scp-1 phosphatase inhibitors, primary screen, biochemical, colorimetric, uHTS; Carboxy-terminal domain RNA polymerase II polypeptide A small phosphatase 1 (Homo …; Recombinant Scp1, phosphopeptide, malachite green phosphate absorbance; inhibition, % at 20 µM; 340,000 tested, 0.88% active;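 active = inhibition above about 50% at 20 µM, limit read from the data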;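 note: plate controls were DMSO wells with enzyme for no effect and wells lacking enzyme for full effect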
Target sequence (Q9GZU7 76-261 limits assumed): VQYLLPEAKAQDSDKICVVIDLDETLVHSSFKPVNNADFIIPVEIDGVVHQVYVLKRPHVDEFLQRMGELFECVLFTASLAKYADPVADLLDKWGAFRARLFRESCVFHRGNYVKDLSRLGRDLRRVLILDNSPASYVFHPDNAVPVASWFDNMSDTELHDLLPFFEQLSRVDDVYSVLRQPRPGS
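Material – SCP-1 phosphatase catalytic domain, residues 76-261 · Buffer or medium – Acidic Tris acetate buffer with magnesium and detergent · Also added – Phospho 17-mer peptide substrate · Compound – single 20 µM dose, 1% DMSO · Times – 45 min room-temperature reaction, 5 min colour, 30 min stabiliser · Technique – Phosphate-binding colour reagent, absorbance read at 630 nm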
Rpn11 inh = Rpn11 (PSMD14) deubiquitinase inhibitors, primary screen, biochemical, fluorescence polarization, uHTS | 26S proteasome non-ATPase regulatory subunit 14 (Homo sapiens), O00487 | human 26S proteasome, Ub4-pepOG fluorescence polarization; 20S core pre-blocked with epoxomicin | calls only at 20 µM | 360,000 tested, 0.59% active | AID 588493, 2011;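 active = inhibition at 20 µM, scaled to each plate's controls, above about 33%, limit read from the data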
Target sequence (O00487 whole entry, looked up): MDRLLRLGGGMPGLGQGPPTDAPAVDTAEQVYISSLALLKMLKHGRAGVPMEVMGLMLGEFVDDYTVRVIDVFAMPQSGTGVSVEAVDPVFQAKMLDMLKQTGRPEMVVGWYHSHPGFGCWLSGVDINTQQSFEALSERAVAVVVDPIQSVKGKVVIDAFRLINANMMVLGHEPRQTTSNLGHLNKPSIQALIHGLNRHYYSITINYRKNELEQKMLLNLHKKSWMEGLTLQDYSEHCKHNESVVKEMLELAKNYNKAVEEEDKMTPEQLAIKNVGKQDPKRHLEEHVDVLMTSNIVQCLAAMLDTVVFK
DNMT1 inh = human DNMT1 methyltransferase inhibitors, primary screen, biochemical, molecular beacon, fluorescence, HinP1I cleavage, uHTS; inhibition (reported as % activation of signal), % at 10 µM; 360,000 tested, 0.83% active; in the data active = inhibition above about 50%
SUMO1 PPI mod = modulators of SUMO1 protein-protein interactions, primary screen, biochemical, uHTS. Small ubiquitin-related modifier 1 (Homo sapiens), P63165. 360,000 tested, 0.33% active. AID 602429, 2012. SUMO1 binding to a labelled peptide, TR-FRET, 1 h. inhibition, % at 20 µM; in the data active = inhibition above about 37%
Target sequence (P63165 whole entry, looked up): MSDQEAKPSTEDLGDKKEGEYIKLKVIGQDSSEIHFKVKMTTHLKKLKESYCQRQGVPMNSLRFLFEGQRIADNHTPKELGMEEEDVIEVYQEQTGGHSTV
CSN deneddyl inh = inhibitors of CSN-mediated cullin deneddylation, primary screen, biochemical, fluorescence polarization, uHTS | COP9 signalosome complex subunit 5 (Homo sapiens), Q92905 | Purified CSN, SCF-Nedd8-OG deneddylation | inhibition, % at 12.5 µM | 360,000 tested, 0.38% active | AID 651999, 2013;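 active = pattern-corrected inhibition above about 35%, with an unprinted fluorescence ratio check between 0.5 and 1.5, limit read from the data, passing the limit was not always enough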;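 note: 0% = enzyme with substrate and 100% = substrate without enzyme; some results filed as inactive read as strong as hits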
Target sequence (Q92905 whole entry, looked up, one chain of several): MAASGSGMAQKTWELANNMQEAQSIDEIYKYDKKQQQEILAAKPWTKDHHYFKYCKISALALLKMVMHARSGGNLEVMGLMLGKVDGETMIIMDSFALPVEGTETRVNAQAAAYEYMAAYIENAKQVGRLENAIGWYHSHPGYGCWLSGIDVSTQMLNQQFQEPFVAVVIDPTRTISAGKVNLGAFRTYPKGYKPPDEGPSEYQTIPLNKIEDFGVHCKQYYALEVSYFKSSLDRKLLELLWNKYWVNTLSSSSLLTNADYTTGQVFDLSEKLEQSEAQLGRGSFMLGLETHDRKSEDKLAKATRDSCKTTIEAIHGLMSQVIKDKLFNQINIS
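Detection – fluorescence polarization · System – HEK293T-derived human Csn5 enzyme · Controls – substrate-only high control, full reaction low control · Timing – 90 min, room temperature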
STEP block = STEP phosphatase inhibitors, primary screen, biochemical, fluorescence intensity, uHTS. recombinant STEP, OMFP fluorogenic substrate. Tyrosine-protein phosphatase non-receptor type 5 (Homo sapiens), P54829. 360,000 tested, 0.25% active. inhibition, % at 20 µM;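 active = inhibition at 20 µM, scaled per plate between control wells, above about 37%, limit read from the data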;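 note: 0% = DMSO with enzyme and substrate and 100% = substrate only without enzyme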
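System: STEP phosphatase, cell-free reaction; Buffer or medium: Bis-Tris pH 6.0 buffer with DTT, detergent; Incubation: 20 min at room temperature, dark; Measured by: fluorescence, 480/540 nm.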
NadD inh = inhibitors of S. aureus NadD, primary screen, biochemical, colorimetric, uHTS. Nicotinate-nucleotide adenylyltransferase NadD (Staphylococcus aureus N315). purified NadD enzyme, colorimetric absorbance read-out. inhibition, % at 20 µM. 360,000 tested, 0.78% active. AID 602399, 2012; in the data active = inhibition above about 26%; note: some compounds past the cut are filed as inactive
The depositor's hits bear a star; i = inactive; . = not tested or not shown. Hits appear at their usual frequency. About 3.9% of those tested had a hit in this group.

SMILES	LMPTP block	Tb MetRS inh	MsrA inhibitor	Scp-1 inhibitor	Rpn11 inh	DNMT1 inh	SUMO1 PPI mod	CSN deneddyl inh	STEP block	NadD inh
Cc1cc(C(c2ccc(O)cc2)c2cc(C)c(O)cc2C)c(C)cc1O	0.5	-0.3	-0.6	0	i	-23	2	4	-3	-2
Cc1cccn2c(=O)c(/C=N/O)c(N3CCCC3)nc12	0.3	-1.5	1.1	-3	i	-3	-7	-1	1	4
CCOC1=C2[C@H](c3ccc(CC)cc3)N(S(=O)(=O)c3ccc(C)cc3)C[C@H]2C(C#N)(C#N)C(C#N)(C#N)C1	1.8	-0.7	3.1	.	i	-32	9	1	0	11
CCc1nc(C)cn1S(=O)(=O)c1cc(F)ccc1OC	-1.7	-0.9	2.4	-4	i	3	1	-13	0	5
CN(C)CCCNCCCNC(=O)c1ccncc1	-11	0.3	-0.2	-2	i	-2	2	3	1	8
Nn1c(COc2cccc(Cl)c2)nc2ccccc2c1=O	-1.2	-0.1	0.2	-10	i	4	1	4	-6	-5
Clc1ccc(Cn2nnc(-c3ccccc3)n2)cc1	1.6	-0.1	-1.1	-15	i	-3	6	-1	0	-5
COc1ccc(S(=O)(=O)N2CCOC2CNC(=O)C(=O)NCc2ccccn2)cc1OC (stereo not drawn)	-2.0	-0.1	0.2	.	i	7	-4	4	-2	-1
CC(=O)Nc1nonc1-n1nnc(C(=O)NCc2ccccc2)c1C	-1.6	-1.2	-0.6	-2	i	2	0	-2	1	1
CCOc1ccc(NC(=O)c2ccccn2)cc1	-0.9	-2.0	1.1	-12	i	2	-1	-4	-5	-6
O=C1NC(c2ccccc2)N=C2Oc3ccccc3C=C12 (stereo not drawn)	0.6	0.3	1.0	-3	i	8	-17	-2	4	0
CCOC(=O)c1sc(N/N=C/c2cccc(C)c2)nc1C	2.6	-0.3	-0.2	-2	i	-5	0	2	18	-4
Cc1cc(C)cc(C(O)c2ncc(-c3ccccc3)[nH]2)c1 (stereo not drawn)	-1.5	0.4	-1.1	.	i	-2	-2	2	2	-5
COC(=O)C1CCN(C(=O)COC(=O)c2ccc3[nH]c4c(c3c2)CCCC4)CC1	0.8	0.0	-0.5	-7	i	-5	3	2	-1	1
COc1ccc(-c2cc(C(F)(F)F)nc(SCC(=O)Nc3ccc4c(c3)OCO4)n2)cc1	-3.3	0.6	-0.4	-2	i	5	0	-12	-1	-1
C/C(N)=C(/C#N)C(=O)COC(=O)C1CCN(C(=O)c2ccc(Cl)cc2)CC1	-1.3	-0.3	-0.5	-7	i	3	2	0	-3	-7
Cc1ccc(CN2CCN(/N=C/c3ccc(C(=O)O)cc3)CC2)c(C)c1	-0.6	0.3	1.9	-5	i	0	-1	-15	-4	8
O=C(Nc1ccc(NC(=S)NC(=O)c2ccccc2F)cc1)c1cccs1	1.3	0.3	0.5	-14	i	-5	1	-6	-2	4
Clc1ccc2nc(-c3ccco3)c(Cc3ccsc3)n2c1	25	-1.1	0.8	.	i	31	9	25	1	34*
CCCOC1CCCN(C(=O)c2ccc(OC3CCN(C(=O)COC)CC3)cc2)C1 (stereo not drawn)	-0.4	-0.4	1.5	-2	i	0	0	-5	1	-3

Continued; it opens with the 3 that closed the last part.
SMILES	LMPTP block	Tb MetRS inh	MsrA inhibitor	Scp-1 inhibitor	Rpn11 inh	DNMT1 inh	SUMO1 PPI mod	CSN deneddyl inh	STEP block	NadD inh
O=C(Nc1ccc(NC(=S)NC(=O)c2ccccc2F)cc1)c1cccs1	1.3	0.3	0.5	-14	i	-5	1	-6	-2	4
Clc1ccc2nc(-c3ccco3)c(Cc3ccsc3)n2c1	25	-1.1	0.8	.	i	31	9	25	1	34*
CCCOC1CCCN(C(=O)c2ccc(OC3CCN(C(=O)COC)CC3)cc2)C1 (stereo not drawn)	-0.4	-0.4	1.5	-2	i	0	0	-5	1	-3
CC1CCN(c2nc(-c3ccccc3O)nc3ccccc23)CC1	2.9	-0.1	-0.3	11	i	3	2	2	5	10
COc1ccc(Nc2cc(Nc3cccc(OC)c3)ncn2)cc1	0.0	-0.6	0.9	0	i	-10	-6	3	-1	-6
COc1cccc(/C=N/NC(=O)C(=O)NCc2cccnc2)c1O	-0.1	-1.3	1.1	-2	i	2	-7	6	2	1
CC12CC3CC(C)(C1)CC(C(=O)NCc1cccnc1)(C3)C2	-3.3	-1.1	1.9	7	i	3	6	0	0	-5
COc1cc(NC(=O)c2cc(OC)c(OC)c(OC)c2)ccc1NC(=O)c1cccs1	3.9	-0.2	0.7	-2	i	3	2	8	0	-7
NS(=O)(=O)c1ccc(NC(=O)COC(=O)c2cc3ccccc3oc2=O)cc1	-0.1	-0.6	1.9	-4	i	1	-39	-5	0	-3
O=C(NC1CCCCCC1)C1CCN(S(=O)(=O)N2CCC3(CC2)OCCO3)CC1	-2.1	-0.5	0.4	-3	i	1	1	-1	-6	9
CC1(C)CC(=O)C2=C(C1)OC(N)=C(C#N)C2c1ccsc1 (stereo not drawn)	-0.3	-0.3	0.9	0	i	4	-2	4	-3	-4
CCOCCCNC(=O)C(NC(=O)Cc1cccs1)c1ccccc1 (stereo not drawn)	-0.5	-0.3	-1.6	-3	i	0	-1	8	-1	4
COc1ccc(C)cc1N(C(=O)c1ccc(C#N)cc1)C1=NC(C)(C)CS1	-1.3	-0.2	-0.1	-13	i	-1	-3	1	-1	-8
Nc1cc(=O)[nH]c(SCC(=O)Nc2ncc(C(F)(F)F)cc2Cl)n1	-1.0	-0.1	0.4	-5	i	0	0	3	-1	8
COc1ccccc1NC(=O)N1CCCC1C(=O)Nc1ccc2c(c1)OCO2 (stereo not drawn)	-0.8	-0.2	-0.1	-4	i	2	-3	-5	-4	-5
Cc1cc(C)c2c(=O)n(CC(=O)Nc3cccc(F)c3)sc2n1	-1.4	-0.9	2.2	-4	i	2	-3	2	2	-15
COc1ccccc1C1SCCN1C(=O)c1ccc([N+](=O)[O-])cc1 (stereo not drawn)	0.2	-0.2	0.7	-4	i	-1	-13	5	-2	-1
COc1ccc2nc(-c3ccccc3)cc(C(=O)OCC(=O)N3CCCCC3)c2c1	5.8	0.0	0.3	32	i	-1	-21	1	-1	15
CCCCC(=O)N1CCN(c2nc3ccc(F)cc3s2)CC1	-1.6	-1.3	1.0	-5	i	6	5	-1	-4	-7
C[C@H](CO)N1C[C@H](C)[C@@H](CN(C)Cc2ccc(Oc3ccccc3)cc2)OCc2cnnn2CCCC1=O	-1.0	-0.5	-0.9	.	i	8	5	-4	2	4
Cc1ccc(CN(C)C(=O)c2cccc(S(=O)(=O)N3CCN(c4ccccc4)CC3)c2)cc1	-4.3	-0.2	-1.0	-6	i	-6	-29	-2	4	1
CCOC(=O)c1sc(=S)n(C)c1NC(=O)c1ccccc1	2.3	-0.2	3.6	-7	i	-1	5	0	4	3
CCc1ccc(N2C=C(C(=O)OC)C(c3ccccc3F)C(C#N)=C2N)cc1 (stereo not drawn)	3.0	-0.1	-1.0	.	.	.	-3	0	.	.
COc1cc(OC)cc(C(=O)OC/C(O)=C(\C#N)c2nc3ccccc3[nH]2)c1	-0.2	-0.1	0.4	-11	i	-3	2	-4	5	4
O=S(=O)(c1ccc(NC(=S)NCCC(c2ccccc2)c2ccccc2)cc1)N1CCOCC1	2.0	-0.1	0.0	-3	i	-10	4	-9	0	11
CC1(C)O[C@@H]2[C@H](O1)[C@@H](CO)O[C@H]2n1cc(Br)c(=O)[nH]c1=O	0.7	0.2	0.7	-2	i	2	-20	0	10	5
CCOC(=O)Nc1ccc2c(c1)nc1n2CCN(CCOC)C1	-2.5	-1.2	0.9	-9	i	-3	0	3	-3	5
CC(C)Cc1nnc(NC(=O)c2ccc([N+](=O)[O-])cc2)s1	0.4	0.3	0.6	4	i	2	-21	-4	-2	1
COc1ccc(S(=O)(=O)N2CCNCC2)cc1OC	0.3	-0.1	0.9	4	i	-1	-1	-6	1	0
CC(C)OCC1CO1 (stereo not drawn)	0.3	0.4	0.8	-3	i	0	-2	-5	-1	0
O=C(c1cc2ccccc2oc1=O)N(Cc1ccco1)Cc1cccs1	-0.4	-1.2	0.9	-6	i	0	-4	-1	0	11
COc1ccc(S(=O)(=O)Nc2noc3ccccc23)cc1	-1.6	-0.5	-0.1	-8	i	3	2	-1	84*	-4
O=C(NCc1ccccn1)C(=O)Nc1nc(C23CC4CC(CC(C4)C2)C3)cs1	3.5	-0.2	1.4	-7	i	-2	1	1	1	-3
COc1cc(OC)cc(C(=O)NCC(=O)OCC(=O)NCc2ccco2)c1	-1.5	-0.5	-1.2	39	i	-5	4	4	1	2
Cc1cccc(OC(C)C(=O)NCc2ccc(S(N)(=O)=O)cc2)c1 (stereo not drawn)	-0.5	-0.9	-0.3	-1	i	-1	4	-8	-2	-2
CCCCCCCC(=O)NNC(=O)CCC(=O)O	-1.5	-1.4	0.4	4	i	1	-1	-5	-2	-3
O=C(Nc1ccc(N2CCOCC2)c(Cl)c1)c1ccc(S(=O)(=O)N2CCOCC2)cc1	0.1	-0.8	0.6	-2	i	4	-5	0	-1	-3
COc1cccc(/C=N/NC(=O)CCNc2n[nH]c(=O)[nH]c2=O)c1OC	0.0	-0.2	0.7	-5	i	3	-2	-13	-2	3
COc1ccc(NC(=O)CCC(=O)N2CCN(S(=O)(=O)c3ccc(C)cc3)CC2)c(OC)c1	0.4	0.1	-0.6	-8	i	-5	1	3	1	-3
